# Pin1 inh: qHTS Assay to Find Inhibitors of Pin1 | Peptidyl-prolyl cis-trans isomerase NIMA-interacting 1 (Homo sapiens), Q13526 | Pin1 FP peptide displacement, HiFluor488, 10 min | Potency, µM (doses to about 115 µM), inactives show at the top dose activity, negative = inhibition, hits mostly inhibitors | 390,000 tested, 0.009% active | AID 504891, 2011; active = well fitted inhibition curve with a large enough effect in the polarisation, with a control signal flat, not every such curve was filed as active; inconclusive = small, poorly fitted or top-dose-only effect, or effect the other way, or a change in a side signal; inactive = no such curve, though single readings can be large or run the other way; the % refers to the polarisation; also: potency is read from the fitted curve at half-maximal effect; % is scaled to controls: 0 for no effect and ±100 for the full control effect
# Target sequence (Q13526 whole entry, looked up): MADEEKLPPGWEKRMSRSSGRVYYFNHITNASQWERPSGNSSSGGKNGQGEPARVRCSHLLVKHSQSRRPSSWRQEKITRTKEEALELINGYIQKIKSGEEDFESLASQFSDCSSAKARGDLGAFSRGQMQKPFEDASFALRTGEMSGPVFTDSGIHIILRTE
# IDH1 R132H inh: qHTS for Inhibitors of mutant isocitrate dehydrogenase 1 (IDH1): qHTS; Potency, µM (top dose mostly 76.6 µM), inactives show at the highest dose activity change, negative = inhibition, actives largely listed as inhibitors; Isocitrate dehydrogenase [NADP] cytoplasmic (Homo sapiens), O75874; 390,000 tested, 0.093% active; IDH1-R132H enzyme, NADPH consumption, diaphorase/resazurin fluorescence; AID 602179, 2012; also: potency is read from the fitted curve at half-maximal effect; % is scaled to controls: 0 for no effect and ±100 for the full control effect; nearly all actives have a fitted effect of over 65% in size
#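 IDH1-R132H (0.5 ug/mL) preincubated 30 min with compound, then NADPH (0.016 mM) and alpha-KG (2 mM) added; 80 min at RT, pH 7.5. Remaining NADPH coupled via diaphorase/resazurin to fluorescence (540/590 nm); concentration-response curves normalized to no-enzyme control.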
# rTrxR1 inhibitor: qHTS Assay for Inhibitors of Mammalian Selenoprotein Thioredoxin Reductase 1 (TrxR1): qHTS. Thioredoxin reductase 1, cytoplasmic (Rattus norvegicus), O89049. recombinant rTrxR1, NADPH fluorescence consumption, selenite substrate. Potency, µM (top dose mostly 114 µM), for the others: top-dose activity change, negative = inhibition, hits mostly inhibitors. 390,000 tested, 1% active. AID 588453, 2011; also: potency is read from the fitted curve at half-maximal effect; % is scaled to controls: 0 for no effect and ±100 for the full control effect; nearly all actives have a fitted effect of over 65% in size
# Target sequence (O89049 whole entry, looked up): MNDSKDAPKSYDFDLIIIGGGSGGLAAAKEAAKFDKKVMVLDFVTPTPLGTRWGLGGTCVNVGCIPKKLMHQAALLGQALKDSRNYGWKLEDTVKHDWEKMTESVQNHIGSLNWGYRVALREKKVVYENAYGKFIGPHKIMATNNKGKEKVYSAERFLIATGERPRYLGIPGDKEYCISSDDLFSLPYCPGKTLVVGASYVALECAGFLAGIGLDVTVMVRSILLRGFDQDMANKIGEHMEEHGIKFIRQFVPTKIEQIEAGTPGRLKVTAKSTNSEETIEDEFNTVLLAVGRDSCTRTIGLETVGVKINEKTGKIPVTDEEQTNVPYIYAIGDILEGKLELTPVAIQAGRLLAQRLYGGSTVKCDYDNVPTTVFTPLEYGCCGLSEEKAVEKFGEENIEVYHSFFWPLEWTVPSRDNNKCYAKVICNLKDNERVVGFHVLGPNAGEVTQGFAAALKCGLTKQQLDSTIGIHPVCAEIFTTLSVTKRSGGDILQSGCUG
#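 Rat TrxR1 (90 nM in the dispensed reagent) was pre-reduced with 400 uM NADPH for 5 min at room temperature, then incubated with compound for 15 min. After 400 uM selenite was added, NADPH fluorescence (Ex 340/Em 450 nm) was followed for 8 min.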
# USP1-UAF1 inh: Inhibitors of USP1/UAF1: Primary Screen | Potency, µM (highest dose often 57.1 µM), for the others: top-dose activity change, negative = inhibition, actives largely listed as inhibitors | recombinant USP1/UAF1, Ub-Rhodamine cleavage fluorescence | 390,000 tested, 0.23% active | AID 743255, 2014; also: potency is read from the fitted curve at half-maximal effect; % is scaled to controls: 0 for no effect and ±100 for the full control effect; nearly all actives have a fitted effect of over 60% in size; inactives centre near -12
#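 High-throughput fluorogenic screen: 1nM USP1/UAF1 complex, Ub-Rho substrate 150nM final, 50mM HEPES pH 7.8 with 0.5mM EDTA, 0.1 mg/ml BSA, 1mM TCEP and 0.01% Tween-20.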
# PI4K2A block: qHTS for small molecular inhibitors of PI4K2A. purified PI4K2A, ADP-Glo luminescence, 1 h; stronger effect = lower value. 420,000 tested, 0.13% active. activity change, negative = inhibition, % at 76.9 µM; in the data active = activity change below about -50%; inconclusive = mostly about -30% to -49%;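 also: -100% = wells without enzyme as full effect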
#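 PI4K2A activity was measured by ADP-Glo luminescence: enzyme (4 ug/mL stock) and phosphatidylinositol (1.2 mM stock) in Tris pH 7.5/MgCl2/EGTA/Triton X-100 buffer were reacted with ATP (300 microM stock) for one hour at ambient temperature.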
# HP1b chromo inh: HTS for Inhibitors of HP1-beta Chromodomain Interactions with Methylated Histone Tails | Chromobox protein homolog 1 (Homo sapiens), P83916 | AlphaScreen HP1-beta / biotin-H3K9me3 peptide binding | Potency, µM (top dose mostly 114 µM), inactives show at the top dose activity change, negative = inhibition, most hits filed as inhibitors | 390,000 tested, 0.56% active | AID 540317, 2011; also: potency is read from the fitted curve at half-maximal effect; nearly all actives have a fitted effect of over 70% in size; inactives centre near 23
#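 AlphaScreen: HP1-beta (50 nM) preformed 30 min with biotin-H3(1-18)K9me3 peptide (50 nM) in PBS pH 7.4, 0.01% Tween-20. Compound added for 30 min at RT, then streptavidin donor/nickel chelate acceptor beads (10 ug/mL) for 30 min.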
# TrxR1 substrate: qHTS Assay for Substrates of Mammalian Selenoprotein Thioredoxin Reductase 1 (TrxR1): qHTS | Thioredoxin reductase 1, cytoplasmic (Rattus norvegicus), O89049 | purified TrxR1 substrate turnover, NADPH consumption readout | Potency, µM (top dose mostly 114 µM), for inactives: at the highest dose activity change, negative = substrate turnover | 390,000 tested, 0.01% active | AID 588456, 2011; also: potency is read from the fitted curve at half-maximal effect; % is scaled to controls: 0 for no effect and ±100 for the full control effect; nearly all actives have a fitted effect of over 50% in size
#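 Rat TrxR1, dispensed at 90 nM, was prereduced with 400 uM NADPH (final) for 5 min at ~22 deg C, then incubated with compound 15 min before 400 uM selenite. A first-read NADPH fluorescence drop versus no-compound background flagged substrates.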
# GLS inhibitor: qHTS for Inhibitors of Glutaminase (GLS); 410,000 tested, 0.21% active; Potency, µM (highest dose often 45.5 µM), for the others: at the top dose activity change, negative = inhibition, most hits filed as inhibitors; GLS enzymatic activity, qHTS titration; AID 624170, 2012; also: potency is read from the fitted curve at half-maximal effect; % is scaled to controls: 0 for no effect and ±100 for the full control effect
#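 Coupled fluorescence readout: glutamate oxidase/HRP/Amplex Red detect glutamate formed by hKGA from L-glutamine (1 mM solution added). Buffer 45 mM KH2PO4 pH 8.2, 0.02% Tween-20; reads at t0 and 30 min RT.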
# PGK inhibitor: qHTS Assay to Find Inhibitors of Phosphoglycerate Kinase. Potency, µM (highest dose often 57.5 µM), inactives show at the highest dose activity change, negative = inhibition, hits mostly inhibitors. 380,000 tested, 0.043% active. AID 602233, 2012. Phosphoglycerate kinase, glycosomal (Trypanosoma brucei brucei), P07378. PGK/GAPDH coupled, Kinase-Glo luminescence, 60 min; also: potency is read from the fitted curve at half-maximal effect; % is scaled to controls: 0 for no effect and ±100 for the full control effect; nearly all actives have a fitted effect of over 60% in size
# Target sequence (P07378 whole entry, looked up): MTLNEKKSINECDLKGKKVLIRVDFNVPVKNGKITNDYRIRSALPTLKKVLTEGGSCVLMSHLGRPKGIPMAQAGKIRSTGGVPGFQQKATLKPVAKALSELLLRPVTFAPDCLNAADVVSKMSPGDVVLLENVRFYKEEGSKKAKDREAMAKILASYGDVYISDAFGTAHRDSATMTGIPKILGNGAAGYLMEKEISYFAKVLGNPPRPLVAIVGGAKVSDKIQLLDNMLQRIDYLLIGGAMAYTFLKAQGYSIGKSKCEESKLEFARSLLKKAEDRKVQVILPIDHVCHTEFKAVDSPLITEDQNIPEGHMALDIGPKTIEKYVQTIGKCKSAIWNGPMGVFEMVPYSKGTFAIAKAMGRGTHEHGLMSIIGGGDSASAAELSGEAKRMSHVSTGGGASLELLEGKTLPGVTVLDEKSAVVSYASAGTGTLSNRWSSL
#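 Recombinant glycosomal PGK reaction used 1,3-bisphosphoglycerate generated in-well by GAPDH (100nM final) in 100mM TEA pH 7.6, 5mM MgCl2, 0.01% Tween-20. After 60 minutes at room temperature, ATP was read by Kinase-Glo Plus luminescence end-point.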
# * marks the source's active call; other numbers are inactive results; i = inactive; ? = inconclusive; . = not tested or not shown; & = joins results of further samples; [ ] = another dose, or the depositor's remark. Unless noted, calls follow the shape of the dose curve; as a rule, active = well fitted curve in the direction sought with a large enough effect; inconclusive = small, poorly fitted or top-dose-only effect, or another doubt; inactive = no such curve, though single readings can be large; an effect the other way counts as inactive or inconclusive. This is a subset, so the mix of outcomes need not match the whole.
SMILES,Pin1 inh,IDH1 R132H inh,rTrxR1 inhibitor,USP1-UAF1 inh,PI4K2A block,HP1b chromo inh,TrxR1 substrate,GLS inhibitor,PGK inhibitor
COc1ccc(CNC(=O)CCc2c(C)nn(-c3ccc(N4CCCCC4)nn3)c2C)c(OC)c1,-11%,-22%,17%[57.1 µM],11%,-11,-8%,0%[57.1 µM],-8%,i
COc1ccc(-c2noc(CCC(=O)N(C)c3ccccc3C)n2)cc1,6%,0%,6%,-24%,0,15%,-2%,-5%,-10%
Cc1cccc(N(CC(=O)NC2CCCC2)C(=O)CCCC(=O)Nc2ccccn2)c1,?,4%,12%,-17%,-2,35%,0%,8%,1%
COc1ccc(OCc2ccc(-c3nc(C#N)c(NC(C)c4ccccc4)o3)o2)cc1 (centres undefined),-2%,0%,27%,-1%,1,41%[activator],3%,-2%,i
Cc1c(O)c2ccccc2oc1=O,-6%,10%,5%,-7%,1,42%[activator],10%,22%,-6%
Cc1ccccc1-n1nc(C)c2cc(C(=O)N3CCN(S(=O)(=O)c4ccc(Cl)cc4)CC3)sc21,0%,-1%,29%,-18%,-1,28%,12%,9%,-9%
CCCCn1c(=O)c2ccccc2n2c(=S)[nH]nc12,-8%,-2%,?,-19%,7,-19%,4%[57.1 µM],13µM*,-2%
CN(C)c1ccc(/C=N/NC(=O)CCc2nc3ccccc3[nH]2)cc1,9%,6%,2%,-5%,-1,27%,26%,16%,6%
Cc1ccc(NC(=O)/C=C/c2ccc(Cl)cc2)c(Br)c1,-7%,-3%,23%[57.1 µM],-10%,1,26%,2%[57.1 µM],8%,5%
COc1cccc(C(=O)N2CCC(N3CC(C)OC(C)C3)CC2)c1 (centres undefined),-10%,2%,?,-9%,-1,?,-17%,0%,-9%
O=C(NC1=NCCS1)C1CC(=O)N(c2ccccc2)C1 (centres undefined),-11%,1%,20%,-5%,3,22%,0%,-14%,-7%
O=C(CCCC(=O)Nc1ccccc1Br)N/N=C/c1c(F)cccc1Cl,0%,26%,-3%[57.1 µM],-18%,-2,40%[activator],0%[57.1 µM],2%,-10%
COC(=O)[C@@H]1C2CCC(C(=O)Nc3ccccc3)(CC2)[C@@H]1C(=O)OC,-7%,-6%,12%[57.1 µM],-3%,1,5%,-7%,-3%,i
O=C(c1ccco1)N1CCCC(c2nc3c(nnn3Cc3ccccc3)c(=O)[nH]2)C1 (centres undefined),-22%,-4%,15%[57.1 µM],-20%,-1,22%,12%[0.0914 µM],-2%,-7%
CCOC(=O)Cn1nnnc1C(CC)N(Cc1cccs1)Cc1cc2ccc(OC)cc2[nH]c1=O (centres undefined),1%,3%,-4%[57.1 µM],-17%,26,35%,6%[57.1 µM],-2%,2%
Cc1cccc(NC(=O)CC2Nc3cccc4cccc(c34)NC2=O)c1 (centres undefined),?,14%&13%,-19%&-12%,?,-20&-27,-2%&-5%,-3%&-6%,-5%&1%,-4%&-10%
COc1ccc(C2N=C(Nc3ccc(C)cc3)Nc3nc(C)cc(=O)n32)cc1 (centres undefined),1%,5%,2%[57.1 µM],0%,-4,36%[activator],5%[57.1 µM],3%,-3%
Fc1ccccc1-n1[nH]nnc1=S,-8%,1%,?,-4%,12,?,-9%,-25%,i
COc1cc(-c2nc3oc4ccccc4c(=O)c3c(=O)n2Cc2ccco2)cc(OC)c1OC,10%,2%,3%[57.1 µM],3%,8,7%,2%[57.1 µM],2%,0%
CCCCc1ncc(CN2CCN(Cc3ccc(C)cc3)C(CCO)C2)[nH]1 (centres undefined),-2%,2%,24%,2%,2,16%,1%,6%,-3%
COc1ccccc1-c1nn(-c2ccccc2)cc1C(=O)NCC(c1ccco1)N1CCCC1 (centres undefined),5%,-10%,15%,-9%,8,20%,7%,1%,9%
Nc1c(C(=O)Nc2ccccc2F)sc2nc3c(cc12)CCCCCC3,-2%,-1%,117%[activator],-25%,2,30%,126%[activator],-10%,-8%
C/C(=N\NC(=S)Nc1ccc(F)cc1)C1CC1,-3%,0%,-18%,-10%,2,15%,-7%,-16%,.
CCOC(=O)c1c(NC(=O)c2cc(CC(C)C)on2)sc(C(C)=O)c1C,-1%&-4%,13%&7%,22%,-16%&-18%,-7&-6,0%&8%,-3%,11%&-5%,3%
COc1cccc(C(=O)OCn2nnc3ccccc3c2=O)c1,10%,0%,16%,-6%,3,90%[activator],-7%,-4%,.

# Going on with the list:
SMILES,Pin1 inh,IDH1 R132H inh,rTrxR1 inhibitor,USP1-UAF1 inh,PI4K2A block,HP1b chromo inh,TrxR1 substrate,GLS inhibitor,PGK inhibitor
COc1ccc(NC(=O)C(C(C)C)N2Cc3ccccc3C2=O)cc1 (centres undefined),-2%,2%,23%[57.1 µM],-4%,1,7%,0%[57.1 µM],-9%,i
CN1CCC(=NNC(=O)C(=O)Nc2ccccc2F)CC1,-10%,28%,14%[57.1 µM],-11%,-4,31%,6%[57.1 µM],12%,i
COc1ccc2[nH]c(=O)c(CN(C(=O)c3cccnc3)c3cc(C)ccc3C)cc2c1,-1%,0%,8%,-10%,-2,16%,21%,0%,-7%
O=c1c2[nH]c3ccccc3c2nc(SCc2cccc(F)c2)n1-c1ccccc1,4%,13%,24%[57.1 µM],3%,-4,24%[57 µM],-1%[57.1 µM],-13%,-8%
O=C(CN1CCN(c2ccc(O)cc2)CC1)Nc1ccc2c(c1)OCCO2,2%,0%,17%[11.4 µM],-28%,-8,?,10%[57.1 µM],-20%,-1%
COc1ccccc1C(=O)CN1C(=O)NC2(CCc3ccccc32)C1=O (centres undefined),2%,6%,11%,-14%,6,34%,9%,-3%,-6%
CCOC(=O)C1CCN(C(=O)COc2ccc(Br)cc2C)CC1,5%,-1%,31%,-22%,4,37%[activator],6%,?,3%
CC1=C(C(=O)O)N2C(=O)C(NC(=O)c3ccccc3Cl)C2SC1 (centres undefined),-4%,-3%,2%,-23%,-2,43%[activator],8%,0%,2%
CCOC(=O)C(CCc1ccccn1)c1ccccc1 (centres undefined),0%,9%,8%[57.1 µM],-4%,0,31%,4%[57.1 µM],-7%,-2%
CC1(C)Cc2c(cnn2-c2ccccc2)C(=O)/C1=N\NC(=O)c1ccccc1,-2%,0%,22%,-1%,-4,11%,3%,5%,-2%[11.5 µM]
CC(C)(C)N(Cc1ccccc1)C(=O)c1ccc2c(c1)OCCO2,-4%,10%,-15%,1%,-4,22%,-18%,4%,-9%
COc1ccc(/C=C2\SC(=S)N(NC(=O)c3csc4c3CCCC4)C2=O)cc1,?,-5%,-35%[11.4 µM],-9%,-3,-2%,7%[11.4 µM],-7%,-8%
Cc1nc2ccc(NC(=O)c3ccc(Br)o3)cc2s1,-3%,20%,11%[57.1 µM],-7%,3,35%,-5%[57.1 µM],-7%,i
Cc1cccc(C(=O)NNC(=O)c2ccccc2-n2cccc2)c1,-1%,-1%,4%,-4%,-2,30%,-6%,19%,-7%
c1cc(CSc2nnc(-c3ccc4c(c3)OCO4)o2)ccn1,0%,2%,-1%[57.1 µM],3%,2,55%[activator],8%[57.1 µM],3%,-1%
CCC(=O)Nc1ccc(S(=O)(=O)c2ccc(NC(=O)CC)cc2)cc1,-12%,-7%,0%,-6%,6,10%,-4%,5%,-14%
CCOC(=O)C1=C(C)NC(=O)NC1c1c(O)ccc2ccccc12 (centres undefined),0%,-6%,1%,-16%,-7,20%,1%,3%,-3%
COc1ccc2cc3cc(C(=O)N4CCCCCC4)oc3nc2c1,-3%,2%,10%,-15%,-8,54%[activator],3%,5%,-3%
c1cncc(-c2nnc(SCc3nc4ccccc4[nH]3)o2)c1,1%,21%,-2%[57.1 µM],-18%,-11,33%[activator],6%[57.1 µM],-14%,-4%
CN(CC(=O)NC(=O)NC1CCCCC1)c1ccccc1,1%,-4%,9%,-24%,-3,31%,-4%,27%,8%
COc1ccc(NC(=O)COC(C)=O)cc1OC,-3%,8%,24%[57.1 µM],-15%,3,30%,-11%[57.1 µM],-7%,-2%
CCOC(=O)CNC(=O)c1ccc(C)cc1,-1%,5%,19%[57.1 µM],-3%,0,2%,10%[57.1 µM],0%,-4%

# 3 compounds from above, ordered by the value under HP1b chromo inh, highest first:
compound,HP1b chromo inh
COc1ccc(NC(=O)COC(C)=O)cc1OC,30%
Cc1ccc(NC(=O)/C=C/c2ccc(Cl)cc2)c(Br)c1,26%
COc1ccc(-c2noc(CCC(=O)N(C)c3ccccc3C)n2)cc1,15%

# Source: PubChem
